Screening data (PubChem)
RPL19A-GFP yeast: modulators of TOR pathway RPL19A-GFP in S. cerevisiae; percent response vs DMSO, % at 10 µM; S. cerevisiae RPL19A-GFP strain, flow cytometry, 3 h; stronger effect = lower value; 330,000 tested, 0.3% active;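 active means percent response vs DMSO below 50%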;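 further: median channel GFP fluorescence of the barcoded RPL19A-GFP strain; ratio of sample median GFP to plate DMSO average so 100% = DMSO; lower means less RPL19A-GFP as with rapamycin TOR inhibition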
GRK2 aptamer HTS: inhibitors of human GRK2 displacing RNA aptamer | bead flow cytometry, FAM-aptamer displacement from GRK2 | P25098 | inhibition of aptamer binding, % at 10 µM | 330,000 tested, 0.59% active;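 active means inhibition of aptamer binding above 40%, roughly 3 SD of noise, on plates passing a quality check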;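 further: median bead fluorescence of bound FAM aptamer so fluorescent compounds give negative values; no value below 0 was filed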
JMJD2C inh: blocks human GASC-1 demethylase activity; GST-JMJD2C(1-420) H3K9me3 demethylation, DELFIA europium; AID 2099; 330,000 tested, 0.069% active; Q9H3R0; inhibition, % at 2.35 µM;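 active means more than half of a compound's replicate wells show inhibition beyond 50%, single wells judged on their own value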;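 further: signal counts dimethyl H3K9 product captured on neutravidin plate; 0% = median of DMSO wells and 100% = 0.3 times that DMSO median; strong numbers were not always called active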
MEP2 TOR yeast: alters MEP2-GFP fluorescence in TOR pathway yeast screen; S. cerevisiae MEP2-GFP strain, flow cytometry GFP, 3 h; 100% = DMSO control level; GFP response vs DMSO, % at 10 µM; 330,000 tested, 0.51% active;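 active means GFP response versus DMSO above a set limit, roughly screen mean plus 3 SD, cut at about 180% in these data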;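 further: median GFP fluorescence of the barcode-gated MEP2-GFP cells per well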
LAP4 TOR yeast: modulators of TOR pathway LAP4-GFP in S. cerevisiae; GFP response vs DMSO, % at 10 µM; 320,000 tested, 0.34% active; S. cerevisiae LAP4-GFP multiplex, flow cytometry GFP, 3 h; median GFP as percent of DMSO wells; AID 2023;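 active means GFP response vs DMSO above a set limit, about the screen mean plus 3 SD, cut at about 150% in these data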
AGP1 TOR yeast: alters AGP1-GFP fluorescence in TOR pathway yeast screen. 320,000 tested, 0.02% active. GFP response vs DMSO, % at 10 µM. S. cerevisiae AGP1-GFP multiplex flow cytometry, 3 h; GFP as percent of DMSO wells;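 active means GFP response relative to DMSO above a set limit, near screen average plus 3 SD, cut at about 150% in these data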;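 further: median GFP channel fluorescence of the gated AGP1 strain per well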
VLA-4 inh: inhibition in a human VLA-4 binding assay. AID 2557. P13612. VLA-4 expressing cells, ligand binding flow cytometry. 330,000 tested, 0.2% active. inhibition, % (about 7 µM as worked out from the volumes in the protocol); in the data active means inhibition above about 50%
CIT2-GFP yeast: modulators of TOR pathway CIT2-GFP in S. cerevisiae | S. cerevisiae CIT2-GFP strain, flow cytometry, 3 h; 100 means same as DMSO wells | GFP response vs DMSO, % at 10 µM | 320,000 tested, 0.065% active;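 active means GFP response relative to DMSO above a set limit, near the screen mean plus 3 SD, cut at about 150% in these data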;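 further: ratio of well median GFP fluorescence to mean of DMSO wells on the plate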
Starred values were filed as active, the others as inactive; / = not tested or not shown. A portion of the library (hit frequency here may not be typical).

# | mol | RPL19A-GFP yeast | GRK2 aptamer HTS | JMJD2C inh | MEP2 TOR yeast
1 | Clc1ccc(C(OCCN2CCCCC2)c2ccccc2)cc1 (configuration not stated) | 99 | 0 | / | 95
2 | CCCNC(=O)N1CCC2(CC1)OCCO2 | 119 | 0 | 1 | 107
3 | COc1cc(C=C2C(=O)NC(=O)NC2=O)ccc1O | 106 | 1 | 17 | 106
4 | CCN(CC)CCCN=C(C)c1c(O)n(-c2ccc(C)cc2)c(=O)[nH]c1=O | 104 | 0 | -4 | 102
5 | CC(Cc1ccccc1)NCC(=O)Nc1cc(N(C)C)nc2ccccc12 (configuration not stated) | 98 | / | -6 | 99
6 | O=C(O)c1cccc(N=Nc2c(O)[nH]c(=O)[nH]c2=O)c1 | 92 | 0 | 2 | 104
7 | CCCCn1c(=O)c(C(=O)NCc2ccccc2OC)c(O)c2ccccc21 | 92 | 1 | -14 | 97
8 | CCC(=Nc1ccc(OC)cc1OC)c1c(O)n(C2CCCCC2)c(=O)[nH]c1=O | 97 | 2 | -10 | 98
9 | COc1ccc(Oc2cc(NC(=O)c3nn(C)cc3[N+](=O)[O-])cc([N+](=O)[O-])c2)cc1 | 100 | 0 | 4 | 110
10 | O=C1NC(=O)N(c2ccc(F)cc2)C(=O)/C1=C/c1ccsc1 | 95 | 2 | 8 | 100

# | LAP4 TOR yeast | AGP1 TOR yeast | VLA-4 inh | CIT2-GFP yeast
1 | 126 | 91 | 20 | 90
2 | 102 | 110 | 6 | 106
3 | 83 | 104 | 7 | 115
4 | 104 | 103 | 8 | 95
5 | 100 | 105 | 0 | 91
6 | 112 | 105 | -1 | 107
7 | 92 | 90 | 5 | 91
8 | 91 | 95 | 5 | 96
9 | 110 | 101 | 12 | 96
10 | 116 | 97 | -10 | 89

Additional records:
# | mol | RPL19A-GFP yeast | GRK2 aptamer HTS | JMJD2C inh | MEP2 TOR yeast
11 | Cc1ccccc1-n1c(CNc2ccccc2)nc2ccccc2c1=O | 98 | 2 | / | 96
12 | O=C(Nc1ccccc1)c1c(O)c2c(n(Cc3ccco3)c1=O)CCCC2 | 101 | 4 | 2 | 99
13 | CNC(=O)Oc1ccc(N(C)C)cc1C(C)C | 102 | 0 | -24 | 102
14 | CCC(=O)c1cn(Cc2ccc(C#N)cc2)c2ccccc12 | 98 | 0 | 7 | 103
15 | COc1ccccc1N1C(=O)NC(=O)/C(=C/c2ccc3c4c(cccc24)CC3)C1=O | 106 | 3 | 13 | 109
16 | CCOP(=O)(OCC)C(NC(=O)c1ccccc1C)C(Cl)(Cl)Cl (configuration not stated) | 101 | 1 | -4 | 108
17 | COc1cc2c3cc1Oc1c(OC)c(OC)cc4c1[C@H](Cc1ccc(cc1)Oc1cc(ccc1O)C[C@H]3N(C)CC2)N(C)CC4 | 98 | 0 | 0 | 113
18 | CCOC(=O)CN1C(=O)C2(C(C#N)=C(N)Oc3ccccc32)C(C(=O)OC)=C1C (configuration not stated) | 100 | 2 | -1 | 101
19 | CCCSc1nc(O)c(CC)c(=O)n1C(C)CC (configuration not stated) | 103 | 1 | -22 | 105
20 | CCN1CCN(Cc2cc(C(C)(C)C)c(O)c(C(C)(C)C)c2)CC1 | 93 | 0 | -4 | 101

# | LAP4 TOR yeast | AGP1 TOR yeast | VLA-4 inh | CIT2-GFP yeast
11 | 99 | 98 | -8 | 91
12 | 109 | 99 | 5 | 94
13 | 90 | 101 | 9 | 94
14 | 100 | 102 | 21 | 100
15 | 97 | 102 | 7 | 103
16 | 109 | 101 | 12 | 104
17 | 127 | 102 | 3 | 101
18 | 91 | 104 | 2 | 104
19 | 101 | 94 | 0 | 95
20 | 96 | 99 | -1 | 107

Values by screen from the entries so far:
LAP4 TOR yeast, nos. 13 to 18 → 90, 100, 97, 109, 127, 91
AGP1 TOR yeast, nos. 13 to 18 → 101, 102, 102, 101, 102, 104

Results in RPL19A-GFP yeast and AGP1 TOR yeast, for six of the compounds above:
No.	Compound	RPL19A-GFP yeast	AGP1 TOR yeast
15	COc1ccccc1N1C(=O)NC(=O)/C(=C/c2ccc3c4c(cccc24)CC3)C1=O	106	102
16	CCOP(=O)(OCC)C(NC(=O)c1ccccc1C)C(Cl)(Cl)Cl (configuration not stated)	101	101
17	COc1cc2c3cc1Oc1c(OC)c(OC)cc4c1[C@H](Cc1ccc(cc1)Oc1cc(ccc1O)C[C@H]3N(C)CC2)N(C)CC4	98	102
18	CCOC(=O)CN1C(=O)C2(C(C#N)=C(N)Oc3ccccc32)C(C(=O)OC)=C1C (configuration not stated)	100	104
19	CCCSc1nc(O)c(CC)c(=O)n1C(C)CC (configuration not stated)	103	94
20	CCN1CCN(Cc2cc(C(C)(C)C)c(O)c(C(C)(C)C)c2)CC1	93	99

New compounds follow.
# | mol | RPL19A-GFP yeast | GRK2 aptamer HTS | JMJD2C inh | MEP2 TOR yeast
21 | CC12CN3CC(C)(CN(C1)C3c1ccncc1)C2=O (configuration not stated) | 88 | 0 | -14 | 84
22 | COC(=O)C1=C(c2c(C)noc2C)C[C@@H]2CC[C@H]1N2C(=O)N1CCCC1 | 98 | 0 | 0 | 106
23 | CCc1c(C)nc(N)nc1N1N=C1SC | 93 | 2 | 2 | 93
24 | O=C1NC(=O)N(Cc2ccco2)C(=O)/C1=C/C=C/c1ccco1 | 100 | 0 | 24 | 100
25 | CN(C)CCSC1c2ccccc2CSc2ccccc21 (configuration not stated) | 101 | 0 | -7 | 92
26 | COC(=O)C1=C(c2ccc(OC(F)(F)F)cc2)C[C@@H]2CC[C@H]1N2C(=O)NCCOc1ccc(OC)cc1 | 96 | 0 | 2 | 97
27 | COc1ccc(N2C(=O)/C(=C/c3cccs3)C(=O)NC2=S)cc1 | 63 | 2 | -29 | 76
28 | c1ccc(P(c2ccccc2)c2ccccn2)cc1 | 99 | 3 | -7 | 108
29 | Cc1ccccc1-n1c(O)c(/C=C2/C(c3ccccc3)=Nc3ccccc32)c(=O)[nH]c1=O | 98 | 10 | 14 | 101
30 | COC1=CC2[C@@H]3Cc4ccc(OC)c(O)c4[C@]2(CCN3C)CC1=O (some centres not stated) | 88 | 2 | 27 | 82
31 | NC(=O)Cn1cc(C=C2C(=O)NC(=O)NC2=O)c2ccccc21 | 103 | 6 | 7 | 102

# | LAP4 TOR yeast | AGP1 TOR yeast | VLA-4 inh | CIT2-GFP yeast
21 | 79 | 88 | 9 | 93
22 | 105 | 103 | -8 | 106
23 | 92 | 93 | -3 | 97
24 | 95 | 104 | 31 | 104
25 | 103 | 98 | 6 | 102
26 | 97 | 99 | 3 | 97
27 | 90 | 69 | 17 | 84
28 | 117 | 114 | -1 | 98
29 | 99 | 97 | -8 | 94
30 | 88 | 88 | -3 | 86
31 | 91 | 96 | 22 | 96

Compound profiles, from the list above. Order of values: RPL19A-GFP yeast, GRK2 aptamer HTS, JMJD2C inh, MEP2 TOR yeast, LAP4 TOR yeast, AGP1 TOR yeast, VLA-4 inh, CIT2-GFP yeast
`COc1ccc(Oc2cc(NC(=O)c3nn(C)cc3[N+](=O)[O-])cc([N+](=O)[O-])c2)cc1` is entered as 100, 0, 4, 110, 110, 101, 12, 96
`CNC(=O)Oc1ccc(N(C)C)cc1C(C)C` is entered as 102, 0, -24, 102, 90, 101, 9, 94
